# Myeloid diff MLP: induction of myeloid progenitor differentiation, primary screen, cell-based, flow cytometry, MLPCN library; ER-HoxA9 myeloid progenitors, lysozyme-GFP differentiation; calls only at 10 µM; 360,000 tested, 1% active; AID 624256, 2012;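 active = normalized GFP-positive differentiation at or above the plate's own cutoff, the solvent-only control mean plus 3 SD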;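 also: cells exposed to compound for four days before flow analysis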
# Myeloid diff MLP GFP+ MAC1+ %: also measured in Myeloid diff MLP; calls as there; GFP+ MAC1+ double positive, %; measured here: differentiation confirmed by MAC1 staining
# The depositor's hits bear a star; i = inactive. This is a subset; count on the stated rates, not on these rows.
item	molecule	Myeloid diff MLP GFP+ MAC1+ %	Myeloid diff MLP
1	CCC(=O)c1ccc(OCC(=O)Nc2cccc(S(=O)(=O)N3CCCCCC3)c2)cc1	0.5	i
2	O=C(Cc1ccc(NC(=O)C2CCN(C(=O)C3CC3)CC2)cc1)Nc1cccc(C(=O)N2CCCCC2)c1	0.3	i
3	COc1ccc(CCC(=O)N2CCN(S(=O)(=O)c3cccc(C(F)(F)F)c3)CC2)cc1OC	0.2	i
4	C[C@H]1CCC[C@]2(O[C@H](CCO)C[C@H](O)[C@H]2O)O1	0.3	i
5	C[C@H]([C@@H](O)[C@@H](O)[C@@H](C)C(C)(C)C)[C@H]1CC[C@H]2C3CC[C@H]4C[C@H](OS(=O)(=O)O)[C@@H](OS(=O)(=O)O)C[C@]4(C)[C@H]3CC[C@]12C (stereo not given in full)	3.3	i
6	CCOC(=O)C1=CN(Cc2cccc(-c3ccc(F)cc3)c2)S(=O)(=O)N(C)C1C (stereo not given)	5.2	i
7	Cc1c(NC(=O)c2cc3ccccc3o2)cccc1-n1cnnn1	1.4	i
8	O=C(NC(=S)Nc1cccc(Cl)c1)c1cncc(Br)c1	0.9	i
9	CN1C=CC(=O)[C@@H](O)[C@H]1c1ccccc1Br	0.7	i
10	CC(=O)Oc1ccccc1C(=O)Nc1ccccc1	0.5	i
11	CCCn1c(SCC(=O)NC(=O)NCc2ccccc2)n[nH]c1=O	0.8	i
12	CC(=O)NCc1ccc(-c2csc(NC(=O)CCc3nc4ccccc4c(=O)[nH]3)n2)s1	1.4	i

# 3 structures already listed, ordered by SMILES length, largest number first:
item	molecule	Myeloid diff MLP GFP+ MAC1+ %	Myeloid diff MLP
6	CCOC(=O)C1=CN(Cc2cccc(-c3ccc(F)cc3)c2)S(=O)(=O)N(C)C1C (stereo not given)	5.2	i
1	CCC(=O)c1ccc(OCC(=O)Nc2cccc(S(=O)(=O)N3CCCCCC3)c2)cc1	0.5	i
4	C[C@H]1CCC[C@]2(O[C@H](CCO)C[C@H](O)[C@H]2O)O1	0.3	i

# Following part:
item	molecule	Myeloid diff MLP GFP+ MAC1+ %	Myeloid diff MLP
13	O=C(NCC(=O)N1CCCC1)NN=Cc1ccccc1O	1.0	i
14	CCCCCCN1C[C@@H](n2cc(C3CC3)nn2)[C@H](O)C[C@@H]1c1ccccc1	1.2	i
15	CC(Oc1ccccc1)C(=O)OCC(=O)Nc1sccc1C(N)=O (stereo not given)	0.5	i
16	COCCN1C(=O)COc2ccccc2C1C(=O)Nc1ccc2c(c1)OCCO2 (stereo not given)	0.7	i
17	CCCn1c(NC(=O)CN2C(=O)NC3(CCCCC3)C2=O)nc2ccccc21	0.9	i
18	CS(=O)(=O)c1ccc(Cl)c(NC(=O)COC(=O)c2ncc(Cl)c(Cl)c2Cl)c1	0.3	i
19	Cc1cc(NC(=O)COC(=O)C2CSC3(C)CCC(=O)N23)ccc1Br (stereo not given)	0.7	i
20	O=c1[nH]c(-c2ccc(-c3cccc(Cl)c3)o2)nc2ccccc12	0.7	i
21	CCOC(=O)C1CCN(C(=O)c2ccc(N3CCCC3=O)cc2)CC1	0.3	i
22	CCOC(=O)N1CCN(C(=O)c2ccc(S(=O)(=O)Nc3cccc(C(F)(F)F)c3)cc2)CC1	1.2	i
23	CNC(=O)c1ccc(CN(C)C(=O)c2cccc(S(=O)(=O)N3CCc4ccccc4C3)c2)cc1	1.2	i
24	CC(C)OCCCNc1nc(Cl)nc2c1cnn2C	1.0	i
25	CCCCN(CCCC)Cc1cc(=O)oc2ccccc12	0.8	i
26	Cc1ccccc1OCC(=O)OCC(=O)c1c[nH]c2ccccc12	0.5	i
27	CC(C)(C)n1c(O)c2n(c1=O)Cc1ccccc1N=C2c1ccccc1	1.0	i
28	O=C(CN1CCN(C(=O)CNC(=O)c2ccc(N3CCCC3=O)cc2)CC1)Nc1cccc(F)c1	0.5	i
29	Nc1cc(=O)[nH]c(=O)n1CCCc1ccccc1	0.7	i
30	CC(C)CC(=O)c1c(O)c(C=O)c(O)c2c1O[C@@]1(C)[C@@H](C2)C[C@H]2C[C@@H]1C2(C)C	0.4	i
31	O=C(COC(=O)c1ccc(F)c(S(=O)(=O)N2CCOCC2)c1)c1ccccc1	0.6	i
32	Cc1cccc(C#CC2=CC(=O)CC(C)(C)C2)c1	1.3	i
33	CC(=O)Nc1ccc(NC(=O)c2cc(S(=O)(=O)N3CCCCC3)ccc2C)cc1	1.4	i
34	CCOC(=O)c1cc(-c2ccccc2C)n(Cc2cc(C)no2)n1	1.6	i
35	C#CCOCCOCCOCCNc1nc(N2CCN(C(=O)CCCCCCCCCCNC(=O)Cn3cc(C[C@@H](C)O)nn3)CC2)nc(N2CCN(C(=O)CCCCCCCCCCNC(=O)[C@@H](CCC(=O)O)n3cc(CCCCCN)nn3)CC2)n1	1.7	i
36	NC1=NC(=O)NC1(c1ccccc1)c1ccccc1	0.7	i
37	COc1ccc2c(c1)C[C@]1(C)c3ccccc3C(=O)N(Cc3ccccc3)[C@H]21	1.5	i
38	O=Cc1nccc2ccccc12	0.8	i
39	COc1ccc(NC(=O)c2ccc(NC(=O)CN3CCN(c4ccccc4O)CC3)cc2)cc1	1.1	i
40	COc1cc(/C=N/NC(=O)c2ccc(NS(=O)(=O)c3cccs3)cc2)cc(OC)c1O	0.4	i
41	Nc1nc(=O)n(C2CCCO2)cc1Br (stereo not given)	1.6	i
42	O=C(CCC(=O)c1ccc(Cl)s1)Nc1ncccc1O	0.1	i
43	O=C(CSc1nc(=O)n2ccccc2n1)NC1CCCCC1	1.3	i
44	CC(=O)N1CCC(N(CCCOC(C)C)C(=O)Nc2ccc(Cl)cc2)CC1	2.1	i
45	O=C(COC(=O)/C=C/c1cccc(Cl)c1)NC(=O)NCc1ccccc1	0.6	i
46	CCc1ccc(N2C(=O)C(Cl)=C(Nc3ccc(C(=O)N4CCCC4)cc3)C2=O)cc1	2.1	i
47	COc1cccc2sc(N)nc12	1.8	i
48	O=C(Cc1ccc(Br)cc1)Nc1cccc(S(=O)(=O)N2CCOCC2)c1	1.2	i
49	N#Cc1ccc(-c2nc3c(Cl)cc(C(F)(F)F)cn3c2Cc2ccsc2)cc1	1.0	i
50	CC(=O)Nc1ccc(C(=O)CSc2nnc(-c3ccccc3F)n2CCc2ccccc2)cc1	0.3	i
51	Cc1nc(NC(=O)COC(=O)c2ccc(CO)cc2)c(Cl)cc1Cl	0.8	i
52	CC1=C(C(=O)N(C(C)C)C(C)C)CC(CC(=O)NCCN2CCOCC2)C(=O)N1Cc1ccc(F)cc1 (stereo not given)	1.0	i
53	Cc1cccc(C)c1NC(=O)C1(C)CN(S(C)(=O)=O)CC(=O)N1CCOc1ccccc1 (stereo not given)	1.7	i
54	CCc1c(N)nc(N)nc1Nc1ccccc1C	1.1	i
55	COc1ccc(CCNC(=O)c2ccc(CS(=O)(=O)Cc3ccc(C)cc3)o2)cc1OC	1.1	i
56	Cc1nnc(SCC(=O)NC2(C#N)CCCCC2)n1N	2.0	i
57	Fc1ccc(NC(=S)N2CCCC2)cc1	0.8	i
58	O=S(=O)(c1cccc(Br)c1)N1CCN(c2ncnc3scc(-c4ccccc4)c23)CC1	0.3	i
59	CC(C)CN(C(=O)c1cccc(S(=O)(=O)N2CCN(C)CC2)c1)C1CCS(=O)(=O)C1 (stereo not given)	0.3	i
60	CCCCN1C(=O)C(=O)NC[C@H]1Cc1cccc2ccccc12	0.7	i
61	C[C@@H]1CCCCO[C@@H](CN(C)C(=O)c2ccncc2)[C@@H](C)CN([C@H](C)CO)C(=O)c2cc(N(C)C)ccc2O1	0.6	i
62	CCC(C)CN1C(=O)CSCC1(C)C(=O)NC(C)C (stereo not given)	2.3	i
63	CN(Cc1ccccc1)C(=O)c1cccc(NC(=O)Cc2ccc(NC(=O)C3CCN(C(=O)C4CCCCC4)CC3)cc2)c1	0.6	i
64	COc1ccc(NC(=S)N(CCc2ccncc2)C(C)C)cc1Cl	0.0	i
65	Clc1cccc(Cc2c(C3CCCCC3)nc3ccc(Cl)cn23)c1	1.0	i
66	CCN(CC(=O)NCc1cccs1)C(=O)C1CC(=O)N(c2ccc(OC)cc2OC)C1 (stereo not given)	2.2	i
67	Cc1ccc2nc(-c3ccccc3)nn2c1	1.3	i
68	CC1CCCC(NC(=O)COC(=O)c2cccs2)C1C (stereo not given)	0.3	i
69	CCc1nc2c(OCC(=O)C(C)(C)C)cccn2c1N(C)C(=O)c1ccccc1F	0.3	i
70	CC(C)c1nc2c(s1)CCc1onc(-c3cccc([N+](=O)[O-])c3)c1-2	0.6	i
71	CC(=O)c1c(C)[nH]c(C(=O)OCC(=O)c2ccc(Br)cc2)c1C	1.1	i
72	COc1cc(C2c3cc4c(cc3C(O)C3COCC23)OCO4)cc(OC)c1OC (stereo not given)	1.7	i

# (next part)
item	molecule	Myeloid diff MLP GFP+ MAC1+ %	Myeloid diff MLP
73	CC12CCC(=O)N1C(C(=O)Nc1cc(C(F)(F)F)ccc1N1CCOCC1)CS2 (stereo not given)	0.6	i
74	CC(C)(C)c1csc(NC(=O)CCS(=O)(=O)c2ccc(F)cc2)n1	1.5	i
75	O=C1NC[C@@H](CCCCN2CCN(CCc3ccccc3)C(=O)C2=O)N(Cc2ccccc2)C1=O	0.8	i
76	COC(=O)[C@]1(C)N[C@H](c2ccc(SC3CCCCC3)c(OC)c2)[C@@H]2C(=O)N(C)C(=O)[C@@H]21	0.5	i
77	COC(=O)C1(C(=O)OC)C2C(=O)C3C(C21)C3(C(=O)OC(C)(C)C)C(=O)OC(C)(C)C (stereo not given)	0.1	i
78	CCCCCC(=O)N1C[C@H](n2cc(COC(=O)c3ccccc3)nn2)[C@@H](O)C[C@@H]1c1ccc(Cl)cc1	1.0	i
79	CN(CC(=O)Nc1ccc(OC(F)(F)F)cc1)C(=O)Cc1ccc2c(c1)CCC2	0.9	i
80	FC(F)(F)c1ccccc1Cc1c(-c2ccc(Cl)cc2)nc2c3ccccc3ccn12	0.8	i
81	CCN(C[C@H]1N[C@@](Cc2ccccc2)(C(=O)OC)[C@H]2C(=O)N(Cc3ccccc3)C(=O)[C@@H]12)C(=O)c1ccc(F)cc1	0.3	i
82	Cc1ccc(C(=O)OCC(=O)NN2C(=O)NC3(CCC(C)CC3)C2=O)cc1 (stereo not given)	0.9	i
83	O=C(CSc1nnnn1C1CC2C=CC1C2)Nc1ccc(C(=O)O)cc1 (stereo not given)	1.2	i
84	C=CC1CN(C(=O)OCC(Cl)(Cl)Cl)C2CC3c4ccc(OC)cc4NC3C3CC1C2CO3 (stereo not given)	3.3	i

# Exported with values under each structure: part of the list above.
# Below each SMILES – Myeloid diff MLP GFP+ MAC1+ %, Myeloid diff MLP
40: COc1cc(/C=N/NC(=O)c2ccc(NS(=O)(=O)c3cccs3)cc2)cc(OC)c1O
 : 0.4, i
41: Nc1nc(=O)n(C2CCCO2)cc1Br (stereo not given)
 : 1.6, i
42: O=C(CCC(=O)c1ccc(Cl)s1)Nc1ncccc1O
 : 0.1, i
43: O=C(CSc1nc(=O)n2ccccc2n1)NC1CCCCC1
 : 1.3, i
44: CC(=O)N1CCC(N(CCCOC(C)C)C(=O)Nc2ccc(Cl)cc2)CC1
 : 2.1, i
45: O=C(COC(=O)/C=C/c1cccc(Cl)c1)NC(=O)NCc1ccccc1
 : 0.6, i
46: CCc1ccc(N2C(=O)C(Cl)=C(Nc3ccc(C(=O)N4CCCC4)cc3)C2=O)cc1
 : 2.1, i

# (continued)
item	molecule	Myeloid diff MLP GFP+ MAC1+ %	Myeloid diff MLP
85	COc1ccc(S(=O)(=O)N2CCC(C(=O)N(C)Cc3ccc(C)o3)CC2)cc1OC	0.5	i
86	COC(=O)[C@H](Cc1ccccc1)NC(=O)/C=C/[C@H]1O[C@@H](n2cc(C)c(=O)[nH]c2=O)C[C@@H]1O	1.4	i
87	NC(CSCc1ccccc1)C(=O)Nc1ccc([N+](=O)[O-])cc1 (stereo not given)	1.1	i
88	COCCN(C(=O)Cc1coc2cc(C)c(C)cc12)c1c(N)n(Cc2ccccc2)c(=O)[nH]c1=O	0.6	i
89	CC1(C)C[C@H]2C3=CCC4[C@@]5(C)CC[C@H](O)C(C)(C)C5CC[C@@]4(C)[C@]3(C)[C@@H](O)[C@@H](O)[C@@]2(CO)[C@@H](O)[C@@H]1O (stereo not given in full)	1.2	i
90	COc1ccc(-c2nc3ccc(Cl)cn3c2Cc2ccccc2)cc1OC	1.1	i
91	CCN(CC)C(=O)C1=C(C)N(Cc2ccc(F)cc2)C(=O)C(CC(=O)NC(c2ccccc2)c2ccccc2)C1 (stereo not given)	1.7	i
92	O=C(Cc1ccccc1)N[C@@H]1c2ccccc2CC[C@@H]1OCc1ccccc1	0.8	i
93	CC1CC(C)CN(C(=O)C(C)N2CCN(S(=O)(=O)c3ccc(Br)s3)CC2)C1 (stereo not given)	0.8	i
94	N#Cc1ccc(NC(=O)C2=COCCO2)cc1	0.8	i
95	COc1ccc(NC(=O)c2cc(-c3cc(C)cc(F)c3)n[nH]2)cc1OC	0.5	i
96	COc1ccc(OC)c(S(=O)(=O)Nc2cc3c4c(c2)CCC(=O)N4CCC3)c1	0.9	i
97	OC(c1ccccc1)c1nc(-c2ccc(Cl)cc2)cs1 (stereo not given)	0.3	i
98	COC(=O)Oc1ccc(/C=N/NC(=O)CN(c2ccccc2Br)S(C)(=O)=O)cc1OC	0.2	i
99	COc1ccccc1NC(=O)C(C)OC(=O)CCCc1c[nH]c2ccccc12 (stereo not given)	1.1	i
100	COc1cccc(C(NC(C)=O)c2nc(-c3cnc4ccccc4c3)cs2)c1 (stereo not given)	1.4	i
101	Cc1ccc(CN(C)C(=O)c2ccc(NS(=O)(=O)c3ccc4[nH]c(=O)[nH]c4c3)cc2)cc1	1.2	i
102	CCCN(CC(=O)Nc1ccc(F)c(F)c1F)C(=O)C1CC(=O)N(Cc2ccccc2)C1 (stereo not given)	0.1	i
103	Cc1ccc(NC(=O)CSc2ncccn2)cc1S(=O)(=O)N1CCCCC1	0.4	i
104	CCN(CC)CCCNC(=O)CNC(=O)c1nn(-c2ccc(OC)cc2OC)c(=O)c2ccccc12	0.6	i

# Screening results: PubChem BioAssay, NMMLSC
